HT1080 IDH1KD tx = HT-1080 IDH1 knockdown cell toxicity (counter line) | HT-1080 IDH1 knockdown viability, ATP luminescence, 48 h | Potency, µM (top dose mostly 46.1 µM), for inactives: at the top dose activity, negative = toxicity, hits mostly cytotoxic | actives 2% (n = 360,000) | AID 686971;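 further: 0% = DMSO wells and -100% = cell-free medium wells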
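HT-1080-IDH1KD cells (IDH1 knocked down), 750/well in RPMI with 5% FBS, treated with compound 48 h at 37 degrees C. Viability by CellTiter-Glo luminescence, normalised to DMSO and no-cell wells; concentration-response curves classed.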
GLP1R ag = GLP-1 receptor (human) agonism; P43220; HEK293 GLP-1R CRE-luciferase, luminescence, 4-6 h; cells express a hypersensitive GLP-1R form; Potency, µM (titrated, usually from 45.6 µM), for inactives: top-dose activation, most hits filed as activators; actives 0.007% (n = 380,000); AID 624172; further: % of control where 0% means no effect
Target sequence (P43220 whole entry, looked up): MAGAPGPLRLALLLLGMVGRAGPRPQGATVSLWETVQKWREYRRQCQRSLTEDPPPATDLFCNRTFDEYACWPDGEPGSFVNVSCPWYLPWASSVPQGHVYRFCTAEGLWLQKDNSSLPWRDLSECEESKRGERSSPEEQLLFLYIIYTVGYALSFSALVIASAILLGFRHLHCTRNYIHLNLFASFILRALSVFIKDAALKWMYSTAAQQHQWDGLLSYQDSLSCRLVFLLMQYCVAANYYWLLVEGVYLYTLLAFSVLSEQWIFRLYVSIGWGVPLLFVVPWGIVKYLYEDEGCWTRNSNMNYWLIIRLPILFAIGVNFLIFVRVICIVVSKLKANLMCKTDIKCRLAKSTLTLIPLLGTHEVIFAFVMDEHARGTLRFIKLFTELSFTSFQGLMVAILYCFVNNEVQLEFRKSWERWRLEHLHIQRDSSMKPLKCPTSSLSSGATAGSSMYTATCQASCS
KB-3-1 cytotox = KB-3-1 parental cell cytotoxicity. KB-3-1 viability, CellTiter-Glo ATP luminescence, 72 h. actives 1.4% (n = 400,000). Potency, µM (series often up to 46.1 µM), without a hit: at the highest dose activity change, negative = cytotoxic, most hits filed as cytotoxic. AID 1347075; further: on the % scale 0 is the no-effect control and ±100 the full control effect; nearly all actives have a fitted effect of over 60% in size
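Viability of parental KB-3-1 cells, measured by CellTiter-Glo luminescence, followed a 72 h incubation at 37 °C with pinned compounds in phenol-red-free DMEM containing 10% FBS.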
TDP43 rescue = rescues yeast growth from TDP-43 toxicity. Potency, µM (series often up to 46.1 µM), for the others: at the top dose growth rescue (activation), most hits filed as activators. actives 1.8% (n = 410,000). TDP-43 expressing yeast growth rescue, BacTiter-Glo, 24 h; further: % of control where 0% means no effect; nearly all actives have a fitted effect of over 50% in size
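Galactose-induced TDP-43 yeast, OD600=0.02, compound pinned; 24 hr, 30 deg C; BacTiter-Glo luminescence for growth. Inhibitors of TDP-43 toxicity read as activators.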
KB-V1 cytotox = KB-V1 MDR subline cytotoxicity; KB-V1 MDR cells viability, CellTiter-Glo, 72 h; actives 3.4% (n = 400,000); Potency, µM (titrated, usually from 46.1 µM), for the others: top-dose activity change, negative = cytotoxicity, most hits filed as cytotoxic; further: on the % scale 0 is the no-effect control and ±100 the full control effect; nearly all actives have a fitted effect of over 60% in size
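Cytotoxicity via CellTiter-Glo luminescence after 72 h compound exposure at 37 degrees C. Cells: drug-selected KB-V1 line, DMEM phenol-red free plus 10% FBS. Compounds tested at multiple concentrations; normalized data fitted to concentration-effect curves.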
SW480 rerep = induces DNA re-replication in SW480 colon adenocarcinoma cells; SW480 DNA re-replication, Hoechst DNA content imaging, 48 h; Potency, µM (top dose mostly 46.1 µM), for inactives: at the top dose re-replication activation, most hits filed as activators; actives 1.8% (n = 340,000); AID 624297; further: % of control where 0% means no effect; nearly all actives have a fitted effect of over 55% in size
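250 cells/well; 23 nL cpd via pin tool; 48 hr, 37 C, 5% CO2; Hoechst 40 min; imager read of total nuclear intensity, ex 405/em 500-530 nm.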
HT1080-NT tox = kills 2HG-producing HT-1080-NT fibrosarcoma cells; HT-1080-NT fibrosarcoma viability, CellTiter-Glo ATP luminescence, 48 h; Potency, µM (highest dose often 46.1 µM), without a hit: at the top dose activity, negative = less viability, hits mostly cytotoxic; actives 1.6% (n = 360,000); AID 686970;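 further: NT is the 2HG producing partner of a matched IDH1 knockdown line; 0% = DMSO-treated cells and -100% = media-only wells without cells; nearly all actives have a fitted effect of over 55% in size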
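Read-out is CellTiter-Glo luminescence after 10 minutes at room temperature, following 48 hours' compound treatment of HT-1080-NT cells (750 cells/well, RPMI, 5% FBS, 37 degrees C).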
GLP-1R inv ag = GLP-1 receptor (human) inverse agonism. P43220. HEK293 GLP-1R CRE-luciferase, luminescence, 24 h; GLP-1R form is constitutively active. Potency, µM (highest dose often 38.3 µM), inactives show at the highest dose activity change, negative = inhibition, hits mostly inhibitors. actives 1.6% (n = 410,000); further: on the % scale 0 is the no-effect control and ±100 the full control effect; nearly all actives have a fitted effect of over 55% in size
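Seeding at 200 cells/uL, 12 h culture, 24 hr compound treatment, then luciferase reagent and a luminescence read; cells are HEK293 stably expressing a constitutively active GLP-1R plus cAMP-responsive luciferase.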
HEK293 tox = cytotoxic in the GLP-1 receptor inverse agonist counter-screen; HEK293 cAMP-luciferase reporter cells, luminescence, 24 h; Potency, µM (series often up to 38.3 µM), without a hit: top-dose activity change, negative = inhibition, actives largely listed as inhibitors; actives 0.13% (n = 410,000); AID 624418;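 further: loss of luciferase light is scored as toxicity; on the % scale 0 is the no-effect control and ±100 the full control effect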
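Seeding density was 200 cells/uL; after overnight-length (12 h) culture, 23 nL compounds went on for 24 h at 37 °C. Readout used a luciferase detection reagent, luminescence taken after 12 min at room temperature.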
Active calls of the source: *; ? = inconclusive; nt = not tested or not shown; [ ] = another dose, or the depositor's remark. The call rests on the fitted dose curve; in most records, active means well fitted curve in the direction sought with a large enough effect; inconclusive means small, poorly fitted or top-dose-only effect, or another doubt; inactive means no such curve, though single readings can be large; an effect the other way counts as inactive or inconclusive. Potency means the concentration at half of the fitted maximal effect. The order is random; overall some 9.4% were active at least once.

SMILES	HT1080 IDH1KD tx	GLP1R ag	KB-3-1 cytotox	TDP43 rescue	KB-V1 cytotox	SW480 rerep	HT1080-NT tox	GLP-1R inv ag	HEK293 tox
CCCc1ccc(OCc2ccc(C(=O)NN)o2)c(OC)c1	-18%	27%	-2%	2%	10%	-2%	?	?	-4%
Cc1ccc(Cc2cnc(NC(=O)C3CCCO3)s2)cc1 (stereo not drawn)	-9%	11%	10%	26%	0%	1%	-7%	?	0%
CNC(=O)C1CC(=O)N(CCc2ccc(C)cc2)C1 (stereo not drawn)	17%	1%	-2%	-7%	-2%	-7%	2%	6%	11%
O=S(=O)(Cc1ccccc1)N1CCCC(c2nc(-c3ccc(F)cc3)no2)C1 (stereo not drawn)	-10%	2%	0%	14%	0%	10%	-9%[9.24 µM]	0%	-10%
O=C(Cc1c(O)c2ccccc2[nH]c1=O)NCc1ccccc1	1%	-2%	-1%	-1%	-5%	-2%	0%	1%	1%
CCC(C)(C)C1CCc2[nH]nc(C(=O)NCc3ccc(Cl)cc3)c2C1 (stereo not drawn)	18%	-6%	-7%	18%	?	-10%	14%	16%	8%
COc1cc(C(=O)N2CCCC(C)(C(=O)NS(=O)(=O)C3CC3)C2)cc(OC)c1OC (stereo not drawn)	12%	-1%	0%	10%	4%	nt	19%	21%	-6%
O=C(CNC(=O)c1cccs1)NCC(=O)OCC(=O)c1ccc([N+](=O)[O-])cc1	1%	0%	3%	1%	?	12%	-14%	10%	-3%
O=C(O)c1cccc(N2C(=O)CSC2c2ccccc2)c1 (stereo not drawn)	23%	-1%	18%	-16%	-2%	-8%	10%	-8%	5%
COc1cccc(/C(C)=N/Nc2ccc(S(=O)(=O)N3CCCCC3)cn2)c1	-9%	-4%	5%	7%	-18%	-1%	-11%	?	-19%
O=C(O)c1cccc(NC(=O)c2ccc3c(c2)C(=O)N(CC2CCCO2)C3=O)c1 (stereo not drawn)	1%	-14%	10%	-8%	25%	-16%	10%	14%	-17%
C=CCn1cc(CN2CCC(C(=O)Nc3cccc(-c4cccc(F)c4)c3)CC2)c(C)n1	-22%	-4%	?	-9%	?	?	-29%	?	?
CC(=O)Nc1ccc(NC(=O)C2Cc3c(-c4ccc(Cl)cc4)ccnc3O2)cc1 (stereo not drawn)	-6%	-2%	0%	?	3%	nt	?	24%	0%
CCN(C(=O)COC(=O)c1ccco1)c1cccc2ccccc12	18%	0%	-16%	?	2%	0%	6%	-14%	4%
CCOCC(=O)Nc1nnc(C2CCCCC2)s1	3%	-4%	-1%	9%	2%	-7%	2%	17%	77%[activator]
O=C(COC(=O)C1=COCCO1)Nc1ccccc1	3%	8%	-5%	-27%[9.22 µM]	8%	5%	17%	1%	6%
COc1ccc2[nH]c(CN3CCN(C(C)C)C(CCO)C3)c(C)c2c1 (stereo not drawn)	10%	12%	0%	-10%	12%	-55%[inhibitor]	6%	-21%	6%
CC1(C)CC2CC(C)(CN2c2ncnc3ccc(Br)cc23)C1 (stereo not drawn)	-3%	-3%	?	7%	2.6µM*	-707%[inhibitor]	-21%	?	?
COCCN1C(=O)c2ccccc2C(C(=O)N2CCN(c3ccccc3)CC2)C1c1ccc(F)cc1 (stereo not drawn)	-8%	-4%	-10%	2%	-18%	3%	-7%	0%	-27%
Clc1cccc(N=C2NN=C(c3ccc4c(c3)OCCO4)CS2)c1	7.9µM*	-18%	?	-10%	-10%	?	10µM*	0%	?
CN(C)S(=O)(=O)c1ccc2c(c1)c(=O)c(C(=O)NCCCN1CCCCCC1)cn2C	3%	-5%	-2%	10%	?	-3%	0%	5%	1%
O=c1ccn(C2CCCO2)c(=O)[nH]1 (stereo not drawn)	10%	-2%	-3%	?	0%	-4%	12%	2%	-13%
COc1ccc(-n2nnc(-c3nsc(NC(=O)c4ccc(C)c(C)c4)n3)c2C)cc1Cl	nt	nt	2%	0%	0%	nt	nt	-13%	-3%
Cc1ccc(C(=O)N2CCN(C)CC2)cc1[N+](=O)[O-]	17%	-5%	0%	8%	?	-11%	14%	15%	2%
COc1ccc(NC(=O)CN(C)C(=O)C2=NN(c3ccccc3)C(=O)CC2)cc1	-1%	12%	2%	14%	0%	1%	-1%	10%	-23%
Nc1ccn([C@@H]2O[C@H](CNCc3ccc(C#CCCO)cc3)[C@@H](O)[C@H]2O)c(=O)n1	-18%	10%	-1%	12%	1%	nt	0%	7%	2%
COc1cccc2sc(N(CCN(C)C)C(=O)c3ccc4c(c3)CCCC4)nc12	-15%	-6%	23%	-15%	-25%	-21%	-3%	?	?
Cc1ccc(S(=O)(=O)Nc2c(NC3CCCCC3)c3ccccc3oc2=O)cc1	-9%	11%	?	-17%	-7%	?	-1%	?	0%
O=C(NC(=S)Nc1ccc(Br)cc1F)C1CCCCC1	-2%	-8%	0%	12%	4%	14%	2%	-28%	17%
O=C(O)C1C2C=CC(C2)C1C(=O)NCc1ccc2c(c1)OCO2 (stereo not drawn)	4%	-1%	5%	2%	-6%	-1%	-2%	3%	-7%

Laid out differently: results already given.
> O=C(O)c1cccc(N2C(=O)CSC2c2ccccc2)c1 (stereo not drawn)
- HT1080 IDH1KD tx: 23%
- GLP1R ag: -1%
- KB-3-1 cytotox: 18%
- TDP43 rescue: -16%
- KB-V1 cytotox: -2%
- SW480 rerep: -8%
- HT1080-NT tox: 10%
- GLP-1R inv ag: -8%
- HEK293 tox: 5%

> COc1cccc(/C(C)=N/Nc2ccc(S(=O)(=O)N3CCCCC3)cn2)c1
- HT1080 IDH1KD tx: -9%
- GLP1R ag: -4%
- KB-3-1 cytotox: 5%
- TDP43 rescue: 7%
- KB-V1 cytotox: -18%
- SW480 rerep: -1%
- HT1080-NT tox: -11%
- GLP-1R inv ag: ?
- HEK293 tox: -19%

> O=C(O)c1cccc(NC(=O)c2ccc3c(c2)C(=O)N(CC2CCCO2)C3=O)c1 (stereo not drawn)
- HT1080 IDH1KD tx: 1%
- GLP1R ag: -14%
- KB-3-1 cytotox: 10%
- TDP43 rescue: -8%
- KB-V1 cytotox: 25%
- SW480 rerep: -16%
- HT1080-NT tox: 10%
- GLP-1R inv ag: 14%
- HEK293 tox: -17%

> C=CCn1cc(CN2CCC(C(=O)Nc3cccc(-c4cccc(F)c4)c3)CC2)c(C)n1
- HT1080 IDH1KD tx: -22%
- GLP1R ag: -4%
- KB-3-1 cytotox: ?
- TDP43 rescue: -9%
- KB-V1 cytotox: ?
- SW480 rerep: ?
- HT1080-NT tox: -29%
- GLP-1R inv ag: ?
- HEK293 tox: ?

(cont.)
SMILES	HT1080 IDH1KD tx	GLP1R ag	KB-3-1 cytotox	TDP43 rescue	KB-V1 cytotox	SW480 rerep	HT1080-NT tox	GLP-1R inv ag	HEK293 tox
Cc1cc(Br)c(NC(=O)Cn2c([N+](=O)[O-])cnc2C)cc1C	1%	-4%	-4%	-12%	-6%	5%	0%	9%	-14%
Cc1ccc2nc(-c3cccnc3)c(NC3CCCCC3)n2c1	2%	1%	2%	0%	-21%	-5%	-5%	3%	2%
O=C(CSc1n[nH]c(=O)[nH]c1=O)Nc1ccccc1C(=O)c1ccccc1	20%	10%	-2%	-14%	-6%	-2%	21%	10%	2%
Cc1cccc(C)c1NC(=O)c1cccc2c1-c1ccccc1C2=O	11%	-6%	26%	9%	-10%	1%	-2%	2%	5%
Cc1ccc(C(=O)NNC(=O)C2CCN(c3nc(C)cc(C)n3)CC2)cc1	1%	1%	19%	-11%	-4%	0%	0%	6%	0%
Fc1cc(F)c(NC(=S)N2CCOCC2)c(F)c1	3%	4%	0%	9%	15%	-4%	2%	-18%	1%
CCN(CC)C(=O)CC(c1ccccc1)c1ccco1 (stereo not drawn)	2%	-5%	1%	-19%	?	-1%	8%	-3%	7%
CCCCC(CC)CNC(=O)c1ccc2c(c1)OCO2 (stereo not drawn)	12%	1%	-1%	?	?	-5%	2%	?	11%
Cc1ccc(NC(=O)CSc2nc(NS(=O)(=O)c3ccccc3)cc(=O)[nH]2)cc1	5%	-3%	5%	3%	-5%	-6%	5%	-1%	-9%
COCCN1CCN(C(=O)C2CCC(=O)N(CCc3cccc(F)c3)C2)CC1 (stereo not drawn)	12%	7%	-9%	3%	-1%	-7%	7%	13%	-6%
COc1ccc(/C=C/C(=O)Nc2ccc(C34CC5CC(CC(O)(C5)C3)C4)cc2)cc1OC	2.6µM*	5%	3%	5%	-10%	18µM*	?	-5%	-20%
C[C@H](C(=O)CC(=O)OC(C)(C)C)[C@H](O)c1ccccc1	6%	-2%	1%	10%	-3%	-4%[9.22 µM]	5%	16%	-7%
O=C(NC(=S)NNC(=O)c1ccco1)c1ccc(Br)cc1	?	-4%	-21%	3.5µM*	12%	-5%	-30%	17%	4%
Cc1cccc(Nc2c([N+](=O)[O-])ccc3nonc23)c1	-1%	12%	0%	10%	6%	-14%	-6%	10%	6%
CC1=C(c2ccc(C)c(C)c2)S(=O)(=O)N(Cc2ccc(C(=O)NC(C)c3ccccc3)cc2)C1=O (stereo not drawn)	nt	nt	0%	19%	-15%	nt	nt	-5%	-3%
NC(=O)CC(NC(=O)Cc1ccc(Cl)cc1)c1ccc(NCCc2ccccc2F)c([N+](=O)[O-])c1 (stereo not drawn)	-10%	7%	2%	-6%	-7%	-3%	0%	0%	2%
Oc1cc(NCCN2CCOCC2)cc2cccnc12	nt	-3%	15µM*	nt	-18%	?	nt	nt	nt
COc1ccc(OC)c(NC(=S)NCCN2CCOCC2)c1	13%	3%	-2%	-13%	10%	-5%	10%	-1%	-9%
CCS(=O)(=O)N1Cc2ccccc2CC1C(=O)Nc1ccc(C)cc1 (stereo not drawn)	6%	-3%	6%	-2%	21%	-9%	1%	-2%	-17%

Bioassay records deposited in PubChem BioAssay by National Center for Advancing Translational Sciences (NCATS).
